From PubChem
Lipid storage S3: qHTS Assay for Lipid Storage Modulators in Drosophila S3 Cells; Drosophila S3 cells, BODIPY lipid droplet fluorescence, 18-24 h; cells fed with added oleic acid; lipid storage change, negative = inhibition, % at the top dose, mostly 46.1 µM; hits show Potency in µM; 0.64% of 320,000 active; active means well fitted inhibition curve with a large enough effect in the signal ratio, with a control signal flat, not every such curve was filed as active; inconclusive means small, poorly fitted or top-dose-only effect, or effect the other way, or a change in a side signal; the % refers to the signal ratio
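Drosophila S3 cells got compounds at several concentrations plus oleic acid (400 uM solution). Laser-scanning cytometry with 488 nm excitation read lipid droplets at 500-530 nm and cells at 575-640 nm. Percent activity was relative to 20 uM Triacsin C.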
Lipid storage S3 cell count max: second read-out of Lipid storage S3, no call of its own (marks repeat the call); cell number change, %; measured here: cell count max response;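 cells counted by Cell Tracker Red CMTPX staining in the red channel; peak over a dose series mostly up to 46.1 µM; percent activity relative to internal control wells on each plate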
The depositor's hits bear a star; i = inactive; ? = inconclusive; . = not tested or not shown; [ ] = remark or other dose. On the % scale 0 is the no-effect control and ±100 the full control effect; potency means the concentration at half of the fitted maximal effect. These rows are one share of the data; count on the stated rates, not on these rows.

Each structure is followed by: Lipid storage S3 cell count max	Lipid storage S3
> NC(=O)C1(N2CCCCC2)CCN(C(=S)Nc2cc(F)cc(F)c2)CC1
  .	i
> Nc1nc(SCC(=O)Nc2cccc(Oc3ccccc3)c2)n[nH]1
  .	?
> CCCCN=C(C)C1=C(O)CSC1=O
  .	?
> O=C(O)C1C2CCCCC2=C2CCCCC2C1C(=O)O (centres undefined)
  .	?
> CCn1cc(C(=O)NCCc2ccc(OC)cc2)c(=O)c2ccc(C)nc21
  .	?
> CC(C(=O)N(C)C1CCS(=O)(=O)C1)N1C(=O)/C(=C/c2ccco2)SC1=S (centres undefined)
  .	?
> O=C(Nc1ccc(S(=O)(=O)N2CCCCC2)cc1)c1ccc(CN2CCOCC2)cc1
  .	?
> COCCn1c(SCC(=O)NC2CC2)nc2ccccc21
  .	?
> N=C(N)c1ccc(O)cc1
  .	?
> Cc1cccc(NCC(=O)N/N=C\c2cccc(Oc3ccccc3)c2)c1
  .	?
> Cc1ccc(CN2CCNC(=O)C2CC(=O)O)o1 (centres undefined)
  .	?
> CC(Oc1ccc(Cl)cc1Cl)c1ccnc(N)n1 (centres undefined)
  .	i
> COC(=O)c1ccc(OC)c(OC)c1Cl
  -2	16%
> Cc1nccn1CC(=O)N/N=C/c1cccs1
  .	?
> Cc1ccc(-c2cn3nc(-c4ccccc4)c(-c4ccccc4)nc3n2)cc1
  .	?

The last 2 compounds of the section above come first, to join the parts.
Each structure is followed by: Lipid storage S3 cell count max	Lipid storage S3
> Cc1nccn1CC(=O)N/N=C/c1cccs1
  .	?
> Cc1ccc(-c2cn3nc(-c4ccccc4)c(-c4ccccc4)nc3n2)cc1
  .	?
> CC1=NNC(=O)C1CCC(=O)N/N=C/c1ccccc1 (centres undefined)
  .	?
> Nn1cc(-c2ccccc2)nc1SCC(=O)N1CCN(S(=O)(=O)c2ccccc2)CC1
  .	?
> Cc1nc2sc(C(c3ccco3)N3CCN(C(c4ccccc4)c4ccccc4)CC3)c(O)n2n1 (centres undefined)
  .	?
> O=C(Nc1ccc2c(c1)OCCO2)c1ccc2nccnc2c1
  .	?
> CCOC(=O)c1c(/N=C/C2C(=O)CCCC2=O)sc2c1CCCC2
  25	2%[9.22 µM]
> CC(OC(=O)Cn1[nH]c(=O)c2ccccc2c1=O)C(=O)Nc1cccc(Cl)c1 (centres undefined)
  .	10%
> CCOc1cc(C)c(Cl)cc1S(=O)(=O)NCC1CCCO1 (centres undefined)
  2	i
> COc1ccc(CN2C(=O)C(O)(CC(=O)c3ccc4c(c3)OCO4)c3ccccc32)cc1OC (centres undefined)
  .	?
> CC1(C)Oc2ccc3ccc(=O)oc3c2[C@H](O)[C@H]1O
  -7	5%
> CCOc1ccccc1N1CC(C(=O)Nc2nccs2)CC1=O (centres undefined)
  .	?
> Cc1ccc(C)c(-n2c(SCC(=O)NCC3CCCO3)nnc2-c2ccoc2C)c1 (centres undefined)
  .	?
> FC(F)Sc1nnc(-c2cccs2)n1-c1ccccc1
  .	i
> Cc1cc(NC(=O)CSc2nc3ccccc3c(=O)n2C(C)c2ccccc2)no1 (centres undefined)
  .	?
> CCOc1ccc(CCNC(=O)C2CCN(c3ccc(N4CCOCC4)nn3)CC2)cc1OCC
  .	?
> Cc1cc(NS(=O)(=O)c2ccc(NC(=O)c3cc4ccccc4o3)cc2)no1
  .	?
> COc1ccc(CC(=O)Nc2nccs2)cc1OC
  .	?
> COc1ccc(/C=C2/SC(=O)N(CCNC(=O)C3CCCN3C(=O)c3cccs3)C2=O)cc1 (centres undefined)
  -3.8*	21µM*
> Cn1c(SCc2cc(=O)[nH]c(C(C)(C)C)n2)nnc1C(F)(F)F
  -1	10%
> CCN1CCN(S(=O)(=O)c2ccc(Cl)c(C(=O)N(CC)CC(=O)Nc3ccc(OC)cc3)c2)CC1
  .	?
> COc1ccc(N2CCn3c2nc2c3c(=O)n(CCc3ccccc3)c(=O)n2C)c(OC)c1
  .	?
> CCN(C(=O)Cc1c(C(=O)O)n(C)c2ccccc12)c1ccc(F)cc1
  .	1%
> Cc1ccc(C(=O)C2=C(O)C(=O)N(Cc3cccnc3)C2c2cccc([N+](=O)[O-])c2)o1 (centres undefined)
  .	?
> CCC(C)N1C(=O)CN(C2CCCCCC2)C(=O)C1c1ccccc1F (centres undefined)
  .	?
> C=CCc1ccccc1Oc1cc(OC)nc(N)n1
  .	?
> COc1cc(N)c(Cl)cc1C(=O)OCC(=O)c1ccc2c(c1)NC(=O)CO2
  .	?
> COc1ccc(/C=N/N2C(=N)SCC2=O)cc1
  7	-1%
> Cc1ccc(Nc2c(-c3ccccc3O)nc3ncccn23)cc1
  5	-5%
> COC(=O)c1c(NC(=O)CSc2nccn2C)sc(C)c1C
  .	?
> CCOc1ccc(NC(=O)Nc2ccc(Br)cn2)cc1
  .	?
> Cc1onc(-c2ccccc2Cl)c1C(=O)N1CCN(C)CC1
  .	?
> NS(=O)(=O)c1ccc(CCNC(=O)c2ccc(=O)[nH]c2)cc1
  .	?
> Cc1ccc(CNC(=O)CN(C)S(=O)(=O)c2ccc3c(c2)n(C)c(=O)c(=O)n3C)cc1
  .	?
> CCOc1ccccc1NC(=O)c1ccc(S(=O)(=O)N(C)c2ccccc2)cc1
  .	?
> CCN(CC)C(=O)CSc1nc2cc(OC)c(OC)cc2c(=O)n1Cc1ccc(Cl)cc1
  .	?
> Cc1ccc(SCC2CNc3nc4ccccc4c(=O)n32)c(C)c1 (centres undefined)
  -21	-3%
> COc1cc(C2C(C(C)=O)=C(O)C(=O)N2CCN(C)C)ccc1O (centres undefined)
  2	-6%
> CC(C)(C)c1ccc(OC(=O)c2ccc3nsnc3c2)cc1
  .	?
> CCN(CC)CCNC(=O)c1ccc(NC(=O)c2ccc(F)cc2)cc1
  .	?
> CCOC(=O)CSc1cc(CS(=O)c2ccc(Cl)cc2)nc(-c2ccccc2)n1 (centres undefined)
  -10	-8%
> O=c1nc2c(-c3cccc(Br)c3)n[nH]n2c2ccccc12
  11	i
> CCc1ccc(-n2nc3cc(C)c(N)cc3n2)cc1
  .	?
> COc1ccc(Cl)cc1NC(=O)CN(C)C(=O)c1ccc(COc2ccccc2)cc1
  .	?
> O=C(NCCc1nnc2ccc(NCc3ccccc3Cl)nn12)c1ccccc1
  10	1%
> COC(=O)c1cn(NC(=O)Cn2nc([N+](=O)[O-])c(Cl)c2C)c(=O)c2ccccc12
  .	?
> C=CCN1C(=O)C(Cc2ccc(F)cc2)S/C1=N/N=C/c1cccs1 (centres undefined)
  .	?
> Cc1ccnc(SCC(=O)c2cccc([N+](=O)[O-])c2)n1
  14	11%
> COc1ccnc(Oc2ccccc2)c1C(=O)N/C=N/OCc1ccccc1F
  4	18%
> CN(Cc1ccccc1)Cc1nc2c(c(=O)n(C)c(=O)n2C)n1CCCc1ccccc1
  .	?
> Cn1c(SCc2nc3ccccc3[nH]2)nnc1-c1ccccn1
  .	?
> O=S(=O)(NCc1cccs1)c1ccc(Br)cc1
  0	-16%
> COc1ccc(CCNC(=S)Nc2ccc(OC)cc2)cc1
  7	19%
> N#CC(C#N)=C(N)CSc1cccc[n+]1[O-]
  .	?
> O=C1c2ccccc2-c2nccnc21
  .	?
> COC(=O)c1ccccc1NC(=S)NC(=O)COc1ccc(C(C)C)cc1
  .	?
> Cc1cccc(NC(=O)C2CCCN(S(=O)(=O)c3cccc4nonc34)C2)c1 (centres undefined)
  0	-11%
> COC(=O)c1ccc(C(C(=O)NCc2ccccc2)N(Cc2cccs2)C(=O)c2cnccn2)cc1 (centres undefined)
  .	?
> COc1ccc(C(=O)NCCCNC(=O)c2cccnc2)cc1OC
  .	?
> CCCCNC(=O)C(=O)N/N=C/c1ccc(OCc2ccccc2)cc1
  .	?
> COc1ccc(NC(=O)c2cc3ccc(O)cc3o/c2=N\O)cc1
  .	?
> O=C(O)c1nnn(-c2ccc([N+](=O)[O-])cc2)c1-c1ccccc1
  18	-10%

Ordered by count of non-hydrogen atoms (rising): part of the list above.
Each structure is followed by: Lipid storage S3 cell count max	Lipid storage S3
> N#CC(C#N)=C(N)CSc1cccc[n+]1[O-]
  .	?
> Cc1ccc(CN2CCNC(=O)C2CC(=O)O)o1 (centres undefined)
  .	?
> Cc1onc(-c2ccccc2Cl)c1C(=O)N1CCN(C)CC1
  .	?
> CCn1cc(C(=O)NCCc2ccc(OC)cc2)c(=O)c2ccc(C)nc21
  .	?
> Cc1ccc(C)c(-n2c(SCC(=O)NCC3CCCO3)nnc2-c2ccoc2C)c1 (centres undefined)
  .	?
> CN(Cc1ccccc1)Cc1nc2c(c(=O)n(C)c(=O)n2C)n1CCCc1ccccc1
  .	?

(next part)
Each structure is followed by: Lipid storage S3 cell count max	Lipid storage S3
> COc1ccc(CN2CCN(C(=O)CCC(=O)Nc3nnc(C4CCCCC4)s3)CC2)cc1F
  .	?
> COc1ccc(OC)c(-c2nc(CN3CCN(C(=O)c4ccco4)CC3)c(C)o2)c1
  .	?
> CCC(C)Sc1nc2ccccc2c(=O)[nH]1 (centres undefined)
  .	-2%
> Cc1csc(NC(=O)Nc2cccc(Cl)c2)n1
  1	2%
> CCC1CCCCN1C(=O)Nc1cccc(NC(=O)N2CCCCC2CC)c1 (centres undefined)
  23	i
> COc1ccc(-c2[nH]c(-c3ccccc3)nc2SCC(=O)NC2CCCC2)cc1
  .	?
> Cc1cc(C)n2nc(C(=O)Nc3ccc4c(c3)OCCO4)nc2n1
  .	?
> CC1CCCCN1C(=O)c1ccccc1OC1CCN(S(C)(=O)=O)CC1 (centres undefined)
  9	9%
> Cc1cccc(C)c1NC(=O)CN(C)C(=O)c1ccc(-c2cccc(C(F)(F)F)c2)o1
  .	i[0.0737 µM]
> Cc1cc(C)n2cc(CSc3nc4ccccc4s3)nc2n1
  -15	-3%
> C/C(=N\NC(=O)c1nnn(-c2nonc2N)c1-c1ccccc1)c1ccco1
  -11	i
> Cc1cc(C(=O)N/N=C/c2cccc([N+](=O)[O-])c2)c(C)o1
  .	?
> O=C(NCc1ccco1)/C(=C/c1ccccc1F)NC(=O)c1ccccc1
  .	?
> N#CC(C(=O)Nc1ccc(Cl)cc1)=C1Nc2ccccc2N1
  .	?
> COC(=O)CCC(=O)N1CCC(CCC(=O)NCc2ccc(F)cc2)CC1
  .	?
> Cc1noc(C)c1C(=O)OCC(=O)c1c(N)n(CC(C)C)c(=O)n(C)c1=O
  .	?
> O=C(Nc1ccon1)c1ccc(S(=O)(=O)N2CCCCCC2)cc1
  .	i
> O=C(/C=C/c1ccc(Cl)cc1)N1CCN(c2ccccc2[N+](=O)[O-])CC1
  .	?
> CNC(=O)/C(C#N)=C/c1c(N2CCCCCC2)nc2ccccn2c1=O
  1	9%
> COc1ccc(-n2c(C)cc(C=O)c2C)cc1Cl
  17	1%
> Cc1ccc(OCC(=O)N(C)CCc2ccccn2)cc1
  .	?
> O=C(O)c1ccc(NS(=O)(=O)c2ccc3c(c2)OCCO3)cc1
  .	?
> C[C@H]1CN=C(N(C)C)N1CC1CCC(C(C)(C)C)CC1 (some centres undefined)
  1	0%
> O=C(COC(=O)c1cnc(Cl)c(Cl)c1)NCc1cccs1
  .	?
> Cc1ccc(SCc2cn3c(C)cc(C)nc3n2)cc1
  11	1%
> CC(C)(C)C(=O)Nc1cc(NC(=O)C(C)(C)C)cc(C(=O)NNC(=O)c2ccncc2)c1
  .	?
> Cc1ccc(-n2nnc3c(=O)n(CC(=O)OCc4ccccc4)cnc32)cc1
  .	?
> O=C1c2ccccc2C(=O)N1OCc1ccc(Cl)cc1
  .	?
> CCSc1ccc(C(=O)Nc2ccc(Br)cn2)cc1[N+](=O)[O-]
  -17	8%
> O=C(c1ccc(S(=O)(=O)N2CCCCC2)cc1)N1CCCC(C(F)(F)F)C1 (centres undefined)
  .	?
> O=C(Cn1[nH]c(=O)c2ccccc2c1=O)OCC(=O)c1ccc(F)cc1
  .	?
> O=C(O)C1CCN(C(=O)c2ccco2)CC1
  .	?
> OC(CNCC(c1ccco1)N1CCCCC1)c1ccccc1 (centres undefined)
  .	?
> COCC1CCN(C(=O)C2CCC(=O)N(Cc3ccc(Cl)cc3)C2)CC1 (centres undefined)
  -1	-13%
> Cc1ccc(N2C(=O)N(CC(=O)NC(N)=O)C(=O)C2C)cc1 (centres undefined)
  2	-7%
> Cc1c(C(=O)C(=O)NCC2CCCO2)c2ccccc2n1C (centres undefined)
  .	?
> COc1ccc(S(=O)(=O)Nc2cccc(-c3ccc4nncn4n3)c2)cc1
  .	?
> CC(C)CC(NC(=O)C(NC(=O)C1OC2OC(C)(C)OC2C2OC(C)(C)OC12)C(C)C)C(=O)O (centres undefined)
  -1	-12%
> CCCCC(=O)Nc1ccc(C(=O)Nc2ccc(S(=O)(=O)Nc3nccc(C)n3)cc2)cc1
  .	?
> COc1ccc(N2CC(C(=O)NCCc3c[nH]c4ccccc34)CC2=O)cc1 (centres undefined)
  .	?
> CCOC(=O)C1CCCN(C(=O)c2cc(CN3C(=O)c4ccccc4C3=O)ccc2OC)C1 (centres undefined)
  .	?
> CCCCn1c(N)c(N(CC)C(=O)c2cc(OC)cc(OC)c2)c(=O)[nH]c1=O
  .	?
> COc1ccc(CN(CC(=O)NCc2ccc(F)cc2)C(=O)CCC(=O)Nc2ccccn2)cc1
  .	?
> COc1ccc(S(=O)(=O)Nc2cccc(S(=O)(=O)N3CCCC3)c2)cc1OC
  .	?
> COCCCNC(=O)c1c(N)n(/N=C/c2cccs2)c2nc3ccccc3nc12
  .	?
